Screening data (PubChem BioAssay)
Lipid storage S3 = qHTS Assay for Lipid Storage Modulators in Drosophila S3 Cells; AID 2685; Drosophila S3 cells, BODIPY lipid droplet fluorescence, 18-24 h; cells fed with added oleic acid; hit rate 0.64% among 320,000; Potency in µM for hits, for the others lipid storage change, negative = inhibition, % at the top dose, mostly 46.1 µM; active = well fitted inhibition curve with a large enough effect in the signal ratio, with a control signal flat, not every such curve was filed as active; inconclusive = small, poorly fitted or top-dose-only effect, or effect the other way, or a change in a side signal; the % refers to the signal ratio
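Drosophila S3 cells loaded with oleic acid (400 uM, as added) and compounds at several concentrations; lipid droplets imaged by 488-nm laser-scanning cytometry, 500–530 nm intensity and object ratio to cell channel. Percent activity normalized to 20 uM Triacsin C.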
Lipid storage S3 cell count max = also measured in Lipid storage S3; calls as there; cell number change, %; measured here: cell count max response;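 cells counted by Cell Tracker Red CMTPX staining in the red channel; peak over a dose series mostly up to 46.1 µM; percent activity relative to internal control wells on each plate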
* marks the source's active call; other numbers are inactive results; i = inactive; ? = inconclusive; . = no result given; [ ] = dose if it differs, or a comment. % is scaled to controls: 0 for no effect and ±100 for the full control effect; potency is read from the fitted curve at half-maximal effect. The list is partial; the hit share may differ from the screen's.

SMILES	Lipid storage S3	Lipid storage S3 cell count max
COc1ccccc1NC(=O)N(CCCN1CCOCC1)Cc1cc2cc3c(cc2[nH]c1=O)OCO3	i	2
S=c1[nH]nc(Nc2cccc3ccccc23)s1	5%	0
CC(NCc1cccc(OCc2ccccc2)c1)C(O)c1ccccc1 (centres undefined)	i	.
O=[N+]([O-])c1ccc2c(c1N1CCCCC1)=NC1(CCCCC1)[N+]=2[O-]	?	.
CC(C)C1N=C2c3ccccc3N=C(SCc3cc(=O)n4cc(Cl)ccc4n3)N2C1=O (centres undefined)	16%	-7
CCc1ccc(C2C(C#N)=C(N)Oc3n[nH]c(CC(=O)OC)c32)cc1 (centres undefined)	9%	-12
CCn1c(O)c(/C=C2\C=Nc3ccccc32)sc1=O	?	.
CN1CCN(C2=Cc3ccccc3Sc3cc(F)c(Cl)cc32)CC1	?	.
CNC(=S)N/N=C/C1=CCC2CC1C2(C)C (centres undefined)	24%	8
Cc1cc(C)nc(NS(=O)(=O)c2ccc(NC(=O)c3snnc3C)cc2)n1	?	.
CC1Cc2ccccc2N1C(=O)CCn1c(=O)oc2ccccc21 (centres undefined)	?	.
COC(=O)c1ccc(Cn2nnc3c(=O)[nH]c(C4CCCN(S(=O)(=O)c5ccccc5Cl)C4)nc32)cc1 (centres undefined)	?	.
CC(=O)c1c(C)[nH]c(C(=O)Nc2cccc(C(F)(F)F)c2)c1C	?	.
C=CCn1c(SCC(=O)N2CCCC2)nc2cc(C(=O)NCC3CCCO3)ccc2c1=O (centres undefined)	-13%	-2
CCc1csc(CCNC(=O)C2CCC(=O)N(Cc3ccccc3F)C2)n1 (centres undefined)	?	.
COc1ccc(NC(=O)NCCN2C(=O)C3C4C=CC(C4)C3C2=O)cc1 (centres undefined)	5%	5
C=CCN=C1N[C@@H](c2ccccc2)C(C(=O)OC)=C(C)N1CC	?	16
COc1ccccc1N1CCN(Cc2ccsc2)CC1	14%	-4
COc1ccc(SC[C@H](Cc2ccccc2)N2CCN(CCc3ccccc3)CCC2=O)cc1	4%	-13
CCN(CC)C(=O)N1CCN(S(=O)(=O)c2c(C)cc(C)cc2C)CC1	5%	5
CC(C)c1ccccc1NC1=CC(=O)CC(C)(C)C1	5%	9
CCOCC(=O)Nc1nnc(Cc2ccc(OC)c(OC)c2)s1	?	.
COc1ccc(CSc2nc(C)cc(C)c2S(C)(=O)=O)cc1	?	.
Cc1onc(-c2ccccc2)c1CNS(=O)(=O)c1ccccc1[N+](=O)[O-]	-7%	-6
O=[N+]([O-])c1cc(S(=O)(=O)Nc2cccc(Cl)c2)ccc1N/N=C/c1ccc(N2CCOCC2)cc1	?	.
CN(C)CCN(C(=O)c1ccc2ccccc2c1)c1nc2c(F)cc(F)cc2s1	?	.
CCN(CC)S(=O)(=O)c1ccc(OCC2CCCCO2)c([N+](=O)[O-])c1 (centres undefined)	i	1
CN1C(=O)C2ON(c3ccccc3)C(c3cccs3)C2C1=O (centres undefined)	?	.
COc1ccc(-c2nc(CS(=O)(=O)CC(=O)NCc3cccc(OC)c3OC)c(C)o2)cc1	2%	10
NCCc1ccc(O)c(O)c1	-5%	-3
Cc1cccc(N2CCN(Cc3cc(=O)n4ccsc4n3)CC2)c1C	i	20
O=C(NC1CCCCC1)c1cc([N+](=O)[O-])ccc1N1CCCC1	?	.
Cc1ccc(S(=O)(=O)N2CCOCC2)cc1C(=O)Nc1ccncc1	?	.
O=C1CCc2cc(NS(=O)(=O)c3ccc(Br)cc3)cc3c2N1CC3	12%	26
CCOc1cc(/C=C(\C#N)c2nc(-c3cccs3)c(NC(C)=O)s2)ccc1O	?	.
COc1ccc(-c2cc(C(F)(F)F)n3nc(C(=O)NCCCn4ccnc4)cc3n2)cc1	?	.
Cc1ccc(C)c(Nc2ncnc(N)c2[N+](=O)[O-])c1	?	.
C/C(=C\C(=O)c1ccc(C)o1)Nc1ccc(C(=O)O)cc1C	?	.
CC1=NN(Cc2ccccc2)C(=O)/C1=C\c1ccc(N(C)C)cc1	i	.
O=C1CCCc2ccccc2N1Cc1c(Cl)cccc1Cl	?	.

A section from the list above, for reference:
SMILES	Lipid storage S3	Lipid storage S3 cell count max
CC(C)c1ccccc1NC1=CC(=O)CC(C)(C)C1	5%	9
CCOCC(=O)Nc1nnc(Cc2ccc(OC)c(OC)c2)s1	?	.
COc1ccc(CSc2nc(C)cc(C)c2S(C)(=O)=O)cc1	?	.
Cc1onc(-c2ccccc2)c1CNS(=O)(=O)c1ccccc1[N+](=O)[O-]	-7%	-6
O=[N+]([O-])c1cc(S(=O)(=O)Nc2cccc(Cl)c2)ccc1N/N=C/c1ccc(N2CCOCC2)cc1	?	.
CN(C)CCN(C(=O)c1ccc2ccccc2c1)c1nc2c(F)cc(F)cc2s1	?	.

Next part.
SMILES	Lipid storage S3	Lipid storage S3 cell count max
COC(=O)c1ccc(NC(=O)CSc2nc3[nH]ncc3c(=O)[nH]2)cc1	-11%[0.0737 µM]	.
Nc1ccc2nc(SCc3cccc(F)c3)sc2c1	1%	-21
O=C1C=C(c2ccccc2)C[C@H](c2cccs2)[C@H]1n1nnc([N+](=O)[O-])n1	?	.
CCOc1ccccc1Nc1nnc(Cc2ccccc2Cl)c(=O)[nH]1	-21%	-8
Cc1cccc(NC(=O)CCN2CCC(C(N)=O)CC2)c1	?	.
O=[N+]([O-])c1ccc(OCc2cccc(COc3ccc([N+](=O)[O-])cc3)n2)cc1	?	.
O=C1NC(=Nc2ccccc2Cl)S/C1=C\c1cc([N+](=O)[O-])ccc1O	?	.
O=C(NC(=S)Nc1ccc(N2CCOCC2)c(Cl)c1)C(c1ccccc1)c1ccccc1	?	.
CCCC1S/C(=N/N=C/c2ccc(OC)cc2)N(Cc2ccc(OC)cc2)C1=O (centres undefined)	-7%	1
S=C(NCc1ccccc1)Nc1ccc(Cl)cc1	-3%	-16
CCn1c(NC(=O)c2ccccc2F)c(-c2cccs2)c(=O)c2ccccc21	0%	14
CC(C)CN1C(=O)c2ccccc2C1(O)Cc1ccccc1 (centres undefined)	?	.
CCCS(=O)(=O)NCCc1cc2cc(C)c(C)cc2[nH]c1=O	-5%	-15
CCC(=O)Nc1ccc(C(=O)CSc2nnc(-c3ccc(O)cc3)n2CC2CCCO2)cc1OC (centres undefined)	5%	10
CC1CCc2nc(NC(=O)CSc3nc4ccccc4o3)sc2C1 (centres undefined)	?	.
COc1ccc(CCNC(=O)c2cc(S(=O)(=O)N3CCCCCC3)ccc2OC)cc1OC	?	.
COc1cccc(/C=N/NC(=O)c2oc3nc(-c4ccccc4)cc(-c4ccco4)c3c2N)c1	-16%	5
COc1ccccc1N(C)S(=O)(=O)c1ccc(C(=O)NC2=NCCS2)cc1	-3%	24
COc1cc(/C=N/NC(=O)c2cccnc2)ccc1OC(=O)c1ccco1	13%	-12
COc1ccc(C(=O)N2CCN(Cc3ccc4c(c3)OCO4)CC2)cc1[N+](=O)[O-]	8%	-1

Six entries drawn at random from those above, as already listed:
SMILES	Lipid storage S3	Lipid storage S3 cell count max
CCC(=O)Nc1ccc(C(=O)CSc2nnc(-c3ccc(O)cc3)n2CC2CCCO2)cc1OC (centres undefined)	5%	10
CC1CCc2nc(NC(=O)CSc3nc4ccccc4o3)sc2C1 (centres undefined)	?	.
COc1ccccc1N(C)S(=O)(=O)c1ccc(C(=O)NC2=NCCS2)cc1	-3%	24
O=C1C=C(c2ccccc2)C[C@H](c2cccs2)[C@H]1n1nnc([N+](=O)[O-])n1	?	.
COc1ccc(C(=O)N2CCN(Cc3ccc4c(c3)OCO4)CC2)cc1[N+](=O)[O-]	8%	-1
CCOc1ccccc1Nc1nnc(Cc2ccccc2Cl)c(=O)[nH]1	-21%	-8

Next section
SMILES	Lipid storage S3	Lipid storage S3 cell count max
Cc1ccc(-c2csc(-c3cc(C)on3)n2)cc1	11%	-1
O=C(NCC(c1ccco1)N1CCOCC1)c1cccc(Cl)c1 (centres undefined)	i	.
COc1ccc(CCNC(=O)C2CC3Cn4c(nc5cc6ccccc6cc54)C3N2C)cc1 (centres undefined)	-40%	-12
COCCN1CN(S(=O)(=O)c2cccc(Cl)c2)c2nc3ccccc3nc21	?	.
Cn1c(=O)n(C/C=C/c2ccccc2)c(=O)c2c1nc1n2CCCN1Cc1ccccc1	?	.
CN1CCN(c2ccc(-c3ccnn3C(=O)Nc3cccc(C(F)(F)F)c3)cc2)CC1	?	.
COc1ccccc1NC(=O)/C=C1\SCC(=O)N1C	?	.
CN(Cc1ccccc1)S(=O)(=O)c1cn(C)cn1	2%	19
Clc1ccc(Nc2ccc(NCc3ccccc3)nn2)cc1	?	.
COC(=O)c1ccc(C(=O)N2CCCC(CNC(=O)c3ccc(F)cc3)C2)cc1 (centres undefined)	-28%	19
O=C(NCc1ccccc1Cl)C1CCC(CNc2nc(=S)[nH]c3ccccc23)CC1 (centres undefined)	?	.
O=C(c1cccs1)N1CCN=C1SCc1ccc(Cl)cc1	5%	-10
O=C1CCCN1CCCNCC(=O)N1c2ccccc2Sc2ccccc21	?	.
NC(=O)c1oc2ccccc2c1NC(=O)Cc1ccccc1	-21%	1
O=c1c2c3c(sc2ncn1/N=C/c1ccc(Br)o1)CCCC3	1%	16
Cc1c(NC(=O)c2ccc(-c3cccc([N+](=O)[O-])c3)o2)c(=O)n(-c2ccccc2)n1C	-2%	0
COc1ccc(CC(=O)Nc2cc(C)c3c(=O)oc4ccccc4c3n2)cc1	?	.
COc1ccccc1CNC(=O)C1(c2ccc(Cl)cc2)CC1	?	.
Cc1ccc(S(=O)(=O)c2cn(Cc3ccc(F)cc3)c3cc4c(cc3c2=O)OCO4)cc1	11%	7
CC1CN(C(=O)c2cccc(S(=O)(=O)N3CCN(c4ccc(F)cc4)CC3)c2)CC(C)O1 (centres undefined)	?	.
O=C1CCc2cc(S(=O)(=O)NCCC(=O)NC3CCCCC3)ccc2N1	i	-2
COc1ccc(S(=O)(=O)N[C@@H](Cc2ccc(Cl)cc2)C(=O)N2CC[C@@]3(O)CCCC[C@H]3C2)cc1	-6%	3
Cc1ccc(C(=O)N(CC#N)CC#N)cc1C	-4%	0
CC(Cc1c[nH]c2ccccc12)NC(=O)C1CCCNC1=O (centres undefined)	?	.
N/C(=N\NC(=O)c1cccs1)c1cc2ccccc2oc1=O	?	.
COc1ccccc1N1CCN(C(=O)c2cc3ccccc3[nH]2)CC1	?	.
O=C1CSc2ccc(S(=O)(=O)N3CCN(c4ccccc4F)CC3)cc2N1	i	3
CN(C(=O)COC(=O)c1ccc2c(=O)n3c(nc2c1)CCC3)c1ccccc1	1%	15
CN(CC(=O)Nc1ccc(F)c(F)c1F)c1ncnc2sccc12	?	.
CCn1c(CCC(=O)Nc2ccccc2F)nnc1SCC(=O)Nc1ccc(OC)cc1	28%	22
Cc1ccc2c(c1)-c1c(cnn1CC(=O)NC(C)CCc1ccco1)CO2 (centres undefined)	23%	1
CCc1ccc(CN2CCN(C(=O)c3cccc(OC)c3OC)CC2)cc1	-12%	1
CC(=O)c1cccc(NC(=O)c2ccc3c(c2)OCO3)c1	?	.
CCOC(=O)C1=C(c2ccccc2)NC(SCC(=O)Nc2cccc(C)c2)=C(C#N)C1c1ccco1 (centres undefined)	-12%	-5
CCS(=O)(=O)N1CCN(C(=O)c2ccc(-c3ccccc3)cc2)CC1	-2%	-21
CCN(CC)CCNC(=O)c1ccc(NC(=O)c2c(F)cccc2Cl)cc1	?	.
COc1ccc(OC)c(CN2CCCCCC2)c1	?	.
O=C1CCCC2=C1C(c1ccccc1)C1=C(CCCC1=O)O2	-9%	-3
O=C(Nc1ccc(-n2cccn2)cc1)C1CCN(Cc2ccccn2)CC1	?	.
CCSc1nnc(NC(=O)CCNS(=O)(=O)c2cc(Br)cnc2N)s1	?	.
O=C(Oc1ccc([N+](=O)[O-])cc1)c1cccnc1	?	.
CC1(C)C2CCC1(CS(=O)(=O)Nc1ccc(S(=O)(=O)NC3CCCCC3)cc1)C(=O)C2 (centres undefined)	11%	17
COc1ccc(OC)c(CNC(=O)CCC(=O)N2Cc3ccccc3Oc3ncccc32)c1	-4%	-11
Cc1cccc(N2CCN(C(=O)CCC(=O)N3CC(C)Oc4ccccc43)CC2)c1C (centres undefined)	?	.
O=C(Oc1ccc(-c2csnn2)cc1)c1cccs1	?	.
C[C@H](NC(=O)[C@@H]1Cc2ccccc2CN1C(=O)OC(C)(C)C)C(=O)NC1CCCC1	?	.
O=C1c2ccccc2C(=O)N1CCC#Cc1ccc2cc(CCO)oc(=O)c2c1	?	.
CCOC(=O)c1c(C#N)c(SCC(=O)Nc2ccc(OC)cc2)nc2c1CN(CC)CC2	6%	5
CC(=O)Nc1ccc(S(=O)(=O)Nc2ccc3ccccc3n2)cc1	-22%	11
COc1ccc(CCNC(=O)c2nnn(-c3ccc4c(c3)OCCO4)c2N)cc1OC	13%	-3
CC(=O)NNC(=O)CN1C(=O)/C(=C/c2ccccc2)SC1=S	?	.
CCN1CCN(c2cc(C)c3cc(NC(=O)c4cncc(Br)c4)ccc3n2)CC1	i	.
c1ccc2c(N3CCCCC3)ncnc2c1	?	.
CCOC(=O)/C(=N/Nc1ccc(C)cc1)S(=O)(=O)c1ccc(Cl)cc1	?	.
CCN1CCN(Cc2cc(=O)oc3cc4c(cc23)CCC4)CC1	8%[9.22 µM]	.
COc1ccc(CC2=CC(=O)c3ccccc3C2=O)cc1	?	.
Cc1ccc(S(=O)(=O)N2CCCCC2)cc1NC(=O)CSc1ccc2c(c1)OCCO2	7%	-18
